Bioassay records deposited in PubChem by several laboratories.
PERK inhibitor = block of dimerizer-induced PERK translation repression, primary screen, PERK inhibitor project, CHO PERK-DD cells, SEAP luminescence, HTS; inhibition, % at 5.6 µM; AID 1416, 2008; 220,000 compounds, 0.17% hits; CHO PERK-DD fusion, SEAP luminescence translation reporter;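 active means inhibition above the mean inhibition of all tested compounds plus 3 SD, set separately per screening campaign, cut at about 2.9% in these data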;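 further: PERK kinase domain activated by AP20187 dimerizer at 100 nM; 0% = DMSO with dimerizer and 100% = rapamycin at 8.4 µM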
KCC2 mod = KCC2 cotransporter modulators, thallium flux, primary screen, cell-based, HEK293 KCC2, FluoZin-2 fluorescence, MLSMR. B-score of Tl+ flux slope (higher = more flux/activation; lower = inhibition) at 10 µM. KCC2 cells, thallium flux FluoZin-2 fluorescence. Solute carrier family 12 member 5 (Homo sapiens), Q9H2X9. 190,000 compounds, 2.2% hits;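 active means thallium flux slope and its plate-corrected score both differing from the plate sample mean at a set confidence after two filtering rounds, in either direction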;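 further: slope of fluorescence scaled to starting intensity during 10 to 20 s after thallium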
p97 ATPase inh = inhibitors of human p97 ATPase, primary screen, biochemical. Transitional endoplasmic reticulum ATPase (Homo sapiens), P55072. recombinant p97 ATPase, Kinase-Glo ATP luminescence, 3 h. 220,000 compounds, 0.42% hits. AID 1481, 2009. inhibition, % at 8 µM; in the data active means inhibition above about 15%;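 further: 0% = DMSO vehicle and 100% = wells lacking enzyme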
FXIa inh = human FXIa protease inhibitors, primary screen, biochemical, 1536-well. AID 798, 2007. inhibition, % at 5 µM. Coagulation factor XI (Homo sapiens), P03951. purified FXIa, Boc-Glu-Ala-Arg-AMC fluorogenic substrate. 220,000 compounds, 0.14% hits;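 active means inhibition of at least 40%; inactive means inhibition below 40%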;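 further: fluorescence of freed AMC excited at 355 nm; 0% = enzyme without compound and 100% = no enzyme blank; many of its hits are not listed in these tables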
FXIIa inh = human FXIIa protease inhibitors, primary screen, biochemical, 1536-well | Coagulation factor XII (Homo sapiens), P00748 | purified FXIIa, Boc-QGR-AMC fluorogenic substrate, 2 h | inhibition, % at 5 µM | 220,000 compounds, 0.3% hits | AID 800, 2007; in the data active means inhibition above about 40%;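 further: 0% = enzyme with no compound and 100% = blank without enzyme; many of its hits are not listed in these tables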
Furin inh = human furin inhibitors, primary screen, biochemical, fluorescence intensity. P09958. purified furin, fluorogenic substrate cleavage. inhibition, % at 30 µM. 220,000 compounds, 0.061% hits. AID 463115, 2010; in the data active means inhibition above about 25%; further: inactives centre near -15
Wee1 stabilizer = Wee1 degradation inhibitors, primary screen, cell-based, HeLa, Wee1K328M-luciferase, luminescence; Wee1-like protein kinase (Homo sapiens), P30291; HeLa Luc-Wee1K328M stability; 100% = proteasome inhibitor MG132 effect; reporter increase, % at 5 µM; 220,000 compounds, 1.2% hits;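 active means activation above the mean of all tested compounds plus 3 SD, set per screening run, cut at about 8.8% in these data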;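 further: cells exposed to compound for 20 h before luminescence read; 0% = DMSO alone and 100% = MG132 at 30 µM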
Target sequence (P30291 whole entry K328M): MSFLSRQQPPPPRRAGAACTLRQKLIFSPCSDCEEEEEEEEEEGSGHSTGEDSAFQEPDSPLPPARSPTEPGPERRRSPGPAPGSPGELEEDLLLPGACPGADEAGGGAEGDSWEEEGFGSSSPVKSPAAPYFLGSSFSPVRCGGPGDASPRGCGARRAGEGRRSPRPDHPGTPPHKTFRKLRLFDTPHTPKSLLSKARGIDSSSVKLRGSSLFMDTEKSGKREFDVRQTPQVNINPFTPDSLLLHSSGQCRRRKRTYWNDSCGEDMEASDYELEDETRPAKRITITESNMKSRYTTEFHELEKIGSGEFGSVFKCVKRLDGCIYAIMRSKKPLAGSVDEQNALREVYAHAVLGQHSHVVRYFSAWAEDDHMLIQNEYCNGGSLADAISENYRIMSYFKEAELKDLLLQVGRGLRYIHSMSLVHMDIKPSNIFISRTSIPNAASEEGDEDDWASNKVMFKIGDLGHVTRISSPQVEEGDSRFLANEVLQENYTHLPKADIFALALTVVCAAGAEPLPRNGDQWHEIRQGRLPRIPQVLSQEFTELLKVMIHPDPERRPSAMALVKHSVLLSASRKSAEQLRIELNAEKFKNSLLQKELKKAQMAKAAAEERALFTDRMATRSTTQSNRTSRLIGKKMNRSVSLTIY
thrombin 1536 = human alpha-thrombin inhibitors, primary screen, counter-screen for coagulation protease inhibitor project, biochemical, 1536-well, fluorogenic AMC substrate. 220,000 compounds, 0.26% hits. Boc-VPR-AMC fluorogenic substrate cleavage. inhibition, % at 5 µM. Prothrombin (Homo sapiens), P00734. AID 1046, 2008;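 active means inhibition at or above 40%; inactive means inhibition below 40%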;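 further: 0% = enzyme with no compound and 100% = wells without enzyme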
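Material: Human alpha-thrombin protein | Buffer or medium: pH 7.5 Tris-saline with Tween 20 | Reagent: Boc-VPR-AMC substrate, 15 µM final | Schedule: Reaction at ambient temperature | Detection: AMC fluorescence at 355 nm excitation and 460 nm emission | Evaluation: Percent inhibition scaled between no-compound controls and no-enzyme blanks | Controls: no-compound enzyme wells and no-enzyme blanks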
KLK5 inh = human KLK5 protease inhibitors, primary screen, biochemical, 1536-well; 210,000 compounds, 0.59% hits; Kallikrein-5 (Homo sapiens), Q9Y337; inhibition, % at 5 µM; AID 873, 2007; recombinant hK5, fluorogenic AMC substrate cleavage;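 active means inhibition of 40% or more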;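 further: 0% = enzyme controls without compound and 100% = no-enzyme blanks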
Target sequence (Q9Y337 67-293 limits assumed): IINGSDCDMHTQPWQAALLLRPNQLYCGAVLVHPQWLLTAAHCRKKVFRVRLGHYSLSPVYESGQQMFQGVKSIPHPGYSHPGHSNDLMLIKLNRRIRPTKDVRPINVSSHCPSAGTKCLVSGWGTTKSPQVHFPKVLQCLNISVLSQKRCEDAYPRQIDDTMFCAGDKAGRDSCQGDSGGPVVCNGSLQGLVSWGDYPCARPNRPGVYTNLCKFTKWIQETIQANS
The depositor's hits bear a star; x = no result given; [ ] = another dose, or the depositor's remark.

Order of results: PERK inhibitor	KCC2 mod	p97 ATPase inh	FXIa inh	FXIIa inh	Furin inh	Wee1 stabilizer	thrombin 1536	KLK5 inh
CC1=NC(=O)C(N=Nc2cccc3ccccc23)N1c1ccccc1 (centres undefined)
    2.3	1.4	8	x	x	-19[20 µM]	0	x	x
CN(C)C(=O)c1ccc(Oc2ccc(C(=O)N(C)C)cc2)cc1
    1.1	1.7	2	4	1	-22	0	4	2
O=S(=O)(c1cccc2nonc12)N1CCN(c2cccc(Cl)c2)CC1
    1.3	x	2	18	16	-16[20 µM]	1	0	0
O=C(O)CSc1nnc(Cc2cccc3ccccc23)n1-c1cc(C(F)(F)F)cc(C(F)(F)F)c1
    -0.2	-0.099	0	3	2	-1	-1	-9	-2
Cc1ccc(S(=O)(=O)N2CCN(CC(=O)Nc3ccc4c(c3)CCC4)CC2)cc1C
    0.0	-0.43	4	6	11	-21	-3	2	-11
COc1ccc(OC)c(/C=C(\NC(=O)c2ccccc2)C(=O)N/N=C/c2ccc(C)s2)c1
    -0.9	1.9	5	2	14	-16[20 µM]	0	3	5
O=S(=O)(Cc1ccccc1Cl)N1CCCC1
    1.3	-0.031	3	-1	9	-25	-3	-3	x
CC1=NS(=O)(=O)c2cc(Cl)ccc2N1
    -0.2	0.43	-5	3	19	-16	-3	x	12
CC(C)c1ccc(/C=N/NC(=O)c2ccccn2)cc1
    0.9	-1.4	-8	5	18	-22	0	2	2
NC(=S)c1cc2ccc(O)cc2oc1=O
    0.0	x	-2	3	16	-35[20 µM]	2	3	-37
Cc1cc(C)nc(Sc2ncnc3c2oc2ccccc23)n1
    0.0	0.31	3	-8	-2	-15[20 µM]	-2	-7	-12
COc1ccccc1NC(=O)Nc1nnc(C(C)C)s1
    -0.1	0.02	1	7	4	-11	0	-6	1
CCOC(=O)Cc1c(C)nc2c(-c3ccc(OC)cc3)c(C)nn2c1C
    0.1	0.12	1	-3	6	-17[20 µM]	3	-4	0
CCOC(=O)C(Cc1ccccc1)C(=O)Nc1ccccc1C (centres undefined)
    -0.2	0.51	1	3	3	-4[20 µM]	2	-8	-18
O=C(Nc1ccc(OCC(F)(F)C(F)F)c(C(F)(F)F)c1)c1ccccc1O
    0.7	-0.27	5	0	15	-10[20 µM]	0	0	2
Cc1ccc(CNC(=O)C(Cc2ccccc2)NS(=O)(=O)c2ccc3c(c2)CCC(=O)N3)cc1 (centres undefined)
    0.3	0.053	-2	5	-14	-20	4	2	-2
CN(Cc1ncc[nH]1)C(=O)c1cc(COc2c(F)cccc2F)on1
    1.5	0.36	2	4	12	-28	0	-1	x
CCOCCN1CCN(c2c(CC)c(C)nc3cc(-c4cc(OC)cc(OC)c4)nn23)CC1
    -1.5	-1.1	-7	13	18	-17[20 µM]	-1	4	-2
CN(Cc1nc(-c2ccncc2)no1)S(=O)(=O)c1ccccc1
    1.3	-0.31	-1	8	9	-19[20 µM]	0	3	-11
COc1ccc(/C=N/Nc2ncc(C(F)(F)F)cc2Cl)c(OC)c1OC
    0.3	-0.49	-3	2	7	-20	-2	2	-4
Cc1ccc(C(=O)Nc2ccc(Cc3ccncc3)cc2)cc1[N+](=O)[O-]
    -0.1	-1.7	4	4	8	-24[20 µM]	1	1	-5
Oc1ccc(Cl)cc1C=Nc1ccc2c3c(cccc13)CC2
    0.0	0.031	2	0	-1	-6	0	-12	-17
COc1cc(/C=C(\C#N)C(N)=O)ccc1OCc1c(C)no[n+]1[O-]
    0.1	x	12	2	3	-8	5	-2	1
O=C(Nc1ccc(N2CCOCC2)c(Cl)c1)c1cccnc1Cl
    0.2	-0.035	5	5	14	-24[20 µM]	1	-2	-9
O=C(Cc1cccs1)N1CCCC(c2nc3c(nnn3Cc3cccc(Cl)c3)c(=O)[nH]2)C1 (centres undefined)
    0.0	-1.2	-3	5	18	-11	0	2	1
COc1ccc(C(=O)O)cc1S(=O)(=O)Nc1ccc(C)cc1
    -0.9	-0.05	3	-2	10	-24	1	-3	-1
CN(CC(=O)O)S(=O)(=O)/C=C/c1ccccc1
    1.6	0.68	2	2	5	-19	8	4	0
CCc1cc2c3c(c1)C1(C(=O)N3C(C)(C)C=C2C)C(C#N)=C(N)Oc2[nH]c(=O)[nH]c(=O)c21 (centres undefined)
    0.6	-0.45	1	0	7	-11	4	-10	2
O=C(NCCCN1CCOCC1)c1cc2c(=O)[nH]c3ccccc3c2s1
    -0.1	-0.29	4	-3	6	-48	2	-1	-55
CCCCn1nnnc1SCC(=O)Nc1ccc2c(c1)OCCO2
    0.8	-1.2	1	10	15	-22	-3	-1	4
CCOC(=O)C(C)(C)N(Cc1ccc(Cl)cc1)S(=O)(=O)c1ccc(Cl)c([N+](=O)[O-])c1
    -0.1	-1.4	-1	3	10	-2	3	-4	-10
COc1ccccc1OCC(=O)Nc1ccc(O)cc1C(=O)O
    1.9	-0.64	3	1	4	-17[20 µM]	-2	0	6
O=C(COc1ccccc1)Nc1ccc(Cl)cn1
    -0.7	0.75	-3	-2	5	-16	0	-6	-4
Cc1cccc(C(=O)Nc2cc(C)ccc2NC(=O)COc2ccccc2)c1
    -0.2	-1.1	1	-7	10	-21	0	3	-5
COc1ccc2[nH]c(N=Nc3ccccc3C)c(O)c2c1
    0.4	-0.33	-1	4	18	-3	0	1	-20
CCOC(=O)c1cnc2c(C#N)c(C)nn2c1-c1ccccc1
    0.9	x	-5	3	15	-26	3	5	2
O=C(COC(=O)/C=C/c1ccco1)Nc1ncc(C(F)(F)F)cc1Cl
    0.5	0.72	-10	2	24	-16	-3	24	19
O=C(CSc1nccn1-c1ccccc1)NCc1ccc(F)cc1
    0.1	-1.5	-1	-5	3	-6	1	-10	-1
O=[N+]([O-])c1ccc2ncnc(Nc3ccc4c(c3)OCCO4)c2c1
    -0.5	0.7	-1	-1	9	-6	-3	1	1
Cc1ccc(S(=O)(=O)N/N=C\C=C\c2ccccc2)cc1
    0.9	0.031	6	-4	8	-6[20 µM]	-2	-4	0
C=CCSc1nnc(NC(=O)CSc2nc3ccccc3o2)s1
    -0.1	-0.79	-1	0	12	-20[20 µM]	0	-7	2
NC(=NCCc1ccccc1)NS(=O)(=O)c1ccc2ccccc2c1
    -0.8	-1.2	-2	9	8	-23	3	-3	-8
O=C(N/N=C/c1ccco1)c1cc(=O)[nH]c2ccccc12
    0.2	-0.052	5	1	x	-8	28*	3	4
CC(C)(C)C(=O)/C=C/Nc1ccccc1O
    0.5	-0.35	-3	-6	9	-6[20 µM]	-2	0	-29
CC(C)(C)C1CCC(=NNC(=S)Nc2cccnc2)CC1 (centres undefined)
    0.8	6.8*	1	0	10	-25	0	1	-6
COc1ccc(C(=O)NC2CCN(C(=S)Nc3cccc(C)c3C)CC2)cc1
    1.3	-1.1	5	-6	-3	-11[20 µM]	-2	-9	-8
O=C(CN1CCN(S(=O)(=O)c2ccccc2)CC1)Nc1ccc(N2CCOCC2)cc1
    0.9	0.18	4	5	14	-5	-1	0	-6
CCCCNC(=S)NC(C)(C)CO
    1.3	-0.37	3	0	8	-26	-2	-4	4
CC1=C(C#N)C(c2cccnc2)C2=C(CC(C)(C)CC2=O)N1 (centres undefined)
    0.4	2.4	-4	3	13	-9	-3	1	-36
O=C(Cn1nc(C(=O)O)c2ccccc2c1=O)NCCC1=CCCCC1
    0.8	-0.72	6	-3	-1	-26	6	-25	-38
COc1ccc(-c2nc(C)sc2CC(=O)O)cc1OC
    1.8	-0.12	7	-2	4	-25	2	0	2
O=C(NNC(=O)c1cccc2ccccc12)c1ccc2c(c1)OCO2
    1.1	0.04	8	4	9	-19	0	-4	-7
CCCCC(CCC(=O)Nc1cc([N+](=O)[O-])ccc1O)C(=O)O (centres undefined)
    0.6	1.5	-1	-1	3	-15	2	-5	x
Fc1ccccc1CSc1nncn1NCc1cccs1
    1.1	-1.1	5	4	10	-20[20 µM]	1	5	4
CCCCn1c(=N)n(CC(=O)c2ccc([N+](=O)[O-])cc2)c2ccccc21
    0.9	0.3	-1	-1	1	-14	-1	-3	-9
CCOc1ccccc1NC(=S)N1CCC(NC(=O)c2ccco2)CC1
    1.3	0.51	8	-2	4	-26	3	-4	1
CC1CC(C)(C)NC(=S)N1CCC(=O)NCc1ccc(Cl)cc1 (centres undefined)
    0.2	-0.33	2	16	12	-22	2	-6	-1
CCOc1ccc(-c2[nH]ncc2Oc2cccc(OC)c2)c(O)c1
    0.6	x	-4	4	9	0	-1	0	-10
C=CCNC(=S)Nc1cc(S(=O)(=O)N2CCOCC2)ccc1-n1cncn1
    1.1	0.22	7	6	8	-14	9	-4	0
Cc1ccc(C2=NN(CC(=O)NCc3ccco3)C(=O)CC2)cc1
    0.1	-0.032	7	-3	12	-19	3	0	5
